# TNFa cytotox: toxic to HUVEC cells under TNF alpha stimulation | HUVEC TNFalpha-stimulated, Hoechst cell count, imaging | cell count reduction, % at 2 µM | 93,000 compounds, 0.17% hits | AID 848;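 active = cell count reduction exceeding the screen mean by over 5 SD, scaled to untreated wells per plate, cut at about 78% in these data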;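 note: cells counted after 24 h of TNF alpha exposure following the 1 h pretreatment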
# Fibroblast inh: blocks proliferation of human lung fibroblasts. LL 47 human lung fibroblast viability, ATP luminescence; hits give low values. 85,000 compounds, 1.1% hits. viability, % at 10 µM;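 active = viability at or below 50% in the single dose screen; inactive = viability above 50%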;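 note: compound exposure lasted 72 h before the ATP readout; 100% = median luminescence of untreated cell-only wells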
#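 test system = LL 47 human lung fibroblasts | amount = 1,150 fibroblasts seeded per well | medium = 15% FBS in IMEM | times = overnight cell rest, 72 h compound treatment at 37 °C | measured by = CellTiter-Glo luminescence measuring cellular ATP | read-out = viability percentage against median untreated-cell control | benchmarks = cell-only wells, no compound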
# Smad3 FoxH1 inh: Smad3 (human) transcription factor binding inhibition | P84022 | TR-FRET Smad3/Dy647-FoxH1 peptide binding, europium anti-His | inhibition, % at 25 µM | 88,000 compounds, 0.29% hits | AID 630;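 active = compounds that reduce the energy-transfer binding signal between the protein and its labelled peptide by more than half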;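 note: 0% = Smad3 plus labelled peptide maximal FRET and 100% = peptide-only background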
# HUVEC prolif 384: human endothelial cell proliferation inhibition; 86,000 compounds, 1.1% hits; viability, % at 10 µM (by protocol); HUVEC proliferation, CellTiter-Glo luminescence, 72 h; hits give low values;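 active = viability at or below 30%; inactive = viability above 30%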;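 note: 100% = median luminescence of DMSO-only cell control wells on each plate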
# HUVEC tox IL1B: toxic to HUVEC cells under IL-1B stimulation; HUVEC cell count loss, Hoechst imaging, IL-1B stimulated; cell count reduction, % at 2 µM; 94,000 compounds, 0.41% hits; AID 845;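 active = cell count reduction more than 3 SD above the screen-wide mean, cut at about 70% in these data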;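 note: normalized per plate to untreated control cells as the no-loss baseline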
# VCAM1 TNFa inh: reduces TNF alpha induced VCAM1 expression in HUVEC | HUVEC TNFa-induced VCAM-1 immunofluorescence, high-content imaging | inhibition, % at 2 µM | 95,000 compounds, 0.48% hits | AID 802;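 active = inhibition above the batch mean plus 3 SD, with images confirmed as a hit by eye, cut at about 37% in these data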;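 note: 0% = TNF-stimulated DMSO wells and 100% = unstimulated control wells; not every result past the cut was called active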
# PTK2B oligo ant: blocks oligomerization of human Pyk2 in cells | Q14289 | Q293 cells, Pyk2 FERM NanoBiT luminescence; hits give low values | z-score (the deposit names both 25 µM and 10 µM) | 99,000 compounds, 0.83% hits;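 active = Z-score of -3 or lower, scaled per plate to the spread of control and sample wells; inactive = z-score above -3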;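 note: negative z-score means lost luminescence so less FERM oligomerization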
# Target sequence (Q14289 whole entry, looked up): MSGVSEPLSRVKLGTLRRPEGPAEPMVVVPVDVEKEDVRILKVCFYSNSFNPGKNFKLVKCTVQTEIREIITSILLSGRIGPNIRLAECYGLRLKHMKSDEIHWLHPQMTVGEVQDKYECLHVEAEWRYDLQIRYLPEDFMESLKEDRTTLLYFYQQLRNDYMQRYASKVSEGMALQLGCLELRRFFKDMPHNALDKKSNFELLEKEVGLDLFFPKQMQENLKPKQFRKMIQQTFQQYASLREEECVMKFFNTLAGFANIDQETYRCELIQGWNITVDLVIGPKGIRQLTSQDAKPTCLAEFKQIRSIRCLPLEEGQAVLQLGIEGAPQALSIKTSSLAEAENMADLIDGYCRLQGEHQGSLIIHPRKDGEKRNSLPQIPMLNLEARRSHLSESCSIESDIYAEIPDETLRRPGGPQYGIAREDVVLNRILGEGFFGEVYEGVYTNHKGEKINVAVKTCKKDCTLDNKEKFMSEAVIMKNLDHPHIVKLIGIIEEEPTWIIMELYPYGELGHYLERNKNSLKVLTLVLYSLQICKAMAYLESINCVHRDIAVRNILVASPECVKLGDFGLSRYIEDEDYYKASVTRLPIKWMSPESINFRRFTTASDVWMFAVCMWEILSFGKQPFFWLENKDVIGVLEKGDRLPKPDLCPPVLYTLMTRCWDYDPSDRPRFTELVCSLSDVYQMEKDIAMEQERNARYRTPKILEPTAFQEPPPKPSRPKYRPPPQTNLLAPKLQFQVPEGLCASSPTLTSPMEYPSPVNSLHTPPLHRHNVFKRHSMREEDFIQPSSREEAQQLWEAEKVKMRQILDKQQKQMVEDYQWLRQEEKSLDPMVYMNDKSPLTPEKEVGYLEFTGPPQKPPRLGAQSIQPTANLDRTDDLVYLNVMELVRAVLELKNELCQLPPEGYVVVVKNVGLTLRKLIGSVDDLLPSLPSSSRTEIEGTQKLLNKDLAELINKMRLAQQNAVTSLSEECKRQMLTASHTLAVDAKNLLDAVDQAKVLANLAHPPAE
# F-actin modifier: modifiers of cytoskeleton assembly; HUVEC TNFa F-actin phalloidin imaging, high content; inhibition, % at 2 µM; 91,000 compounds, 0.18% hits; AID 836;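 active = inhibition above the batch mean plus 3 SD and confirmed as a hit by visual image inspection, cut at about 30% in these data, passing the limit was not always enough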; note: strong numbers were not always called active
# H69AR inhibit: growth inhibitors of human H69AR lung tumor cells. AID 598. viability, % at 10 µM. 85,000 compounds, 6% hits. H69AR lung tumor viability, ATP luminescence, 72 h; hits give low values;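 active = viability at or below 40%; inactive = viability above 40%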;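 note: multidrug resistant small cell line overexpressing MRP-1 efflux transporter; 100% = mean luminescence of untreated control wells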
# Active calls of the source: *; . = no result given; [ ] = dose if it differs, or a comment. Some of the compounds tested; the hit share may differ from the screen's.
(1) Cc1ccc(C(=O)CSc2nnc(COc3cc(C)cc(C)c3)o2)cc1
(2) COc1cc(NC(=O)c2cc(-c3cccs3)on2)cc(OC)c1OC
(3) CCOc1cc(C=O)ccc1OCCSc1ccc(C)cc1
(4) CCOC(=O)c1c(NC(=O)c2cccs2)sc(C)c1CC
(5) CCc1nc(NCCc2ccccn2)c2nnn(Cc3ccccc3F)c2n1
(6) COc1cc([N+](=O)[O-])ccc1NC(=O)CCCOc1ccc(C)cc1
(7) CN(C)/C=N/c1ncnc2c1cnn2-c1ccc(C(F)(F)F)cn1
(8) CC(C)CCn1c(SCC(=O)N2CC(=O)Nc3ccccc32)nc2scc(-c3cccs3)c2c1=O

assay / compound	1	2	3	4	5	6	7	8
TNFa cytotox	6	-15	-3	-24	.	2	11	-33
Fibroblast inh	103	96	.	90	99	.	102	96
Smad3 FoxH1 inh	0	0	.	6	3	.	2	2
HUVEC prolif 384	100	67	.	69	101	.	103	79
HUVEC tox IL1B	-14	12	-34	-59	.	10	-6	-2
VCAM1 TNFa inh	-11	18	-3	3	.	-2	23	2
PTK2B oligo ant	1.4	-0.33	-0.84	-0.88	-0.7	1.1	1.3	-0.65
F-actin modifier	6	-12	-34	-33	.	2	-11	6
H69AR inhibit	.	23*	.	87	83	.	99	96

# Shown with two lines to a compound: two of the compounds above.
# Screens in order: TNFa cytotox | Fibroblast inh | Smad3 FoxH1 inh | HUVEC prolif 384 | HUVEC tox IL1B | VCAM1 TNFa inh | PTK2B oligo ant | F-actin modifier | H69AR inhibit
7	CN(C)/C=N/c1ncnc2c1cnn2-c1ccc(C(F)(F)F)cn1
  11 | 102 | 2 | 103 | -6 | 23 | 1.3 | -11 | 99
8	CC(C)CCn1c(SCC(=O)N2CC(=O)Nc3ccccc32)nc2scc(-c3cccs3)c2c1=O
  -33 | 96 | 2 | 79 | -2 | 2 | -0.65 | 6 | 96

# Structures listed so far that contain nitrogen in an aromatic ring, in the order listed:
(1) Cc1ccc(C(=O)CSc2nnc(COc3cc(C)cc(C)c3)o2)cc1
(2) COc1cc(NC(=O)c2cc(-c3cccs3)on2)cc(OC)c1OC
(5) CCc1nc(NCCc2ccccn2)c2nnn(Cc3ccccc3F)c2n1
(7) CN(C)/C=N/c1ncnc2c1cnn2-c1ccc(C(F)(F)F)cn1
(8) CC(C)CCn1c(SCC(=O)N2CC(=O)Nc3ccccc32)nc2scc(-c3cccs3)c2c1=O

assay / compound	1	2	5	7	8
TNFa cytotox	6	-15	.	11	-33
Fibroblast inh	103	96	99	102	96
Smad3 FoxH1 inh	0	0	3	2	2
HUVEC prolif 384	100	67	101	103	79
HUVEC tox IL1B	-14	12	.	-6	-2
VCAM1 TNFa inh	-11	18	.	23	2
PTK2B oligo ant	1.4	-0.33	-0.7	1.3	-0.65
F-actin modifier	6	-12	.	-11	6
H69AR inhibit	.	23*	83	99	96

# Next entries.
(9) COc1ccccc1N1CCN(C(=O)c2cc3c(=O)n(C)c4ccccc4c3n2C)CC1
(10) CC(C)(C)NC(=O)Nc1ccc2nccnc2c1
(11) Nc1nnc(SCCN2C(=O)c3ccccc3S2(=O)=O)s1
(12) COc1ccc(C2=NO[C@@H]3C(=O)N(c4ccc(C)cc4C)C(=O)[C@H]23)cc1OC
(13) Cc1nn2c(=O)cc(CSc3nc4ccccc4[nH]3)nc2s1
(14) O=C(O)CC(c1ccc(Cl)cc1)N1C(=O)CCC1=O (stereo not drawn)
(15) COc1cccc(Nc2nc(C)cc(C)c2C#N)c1
(16) COc1ccc(S(=O)(=O)N(Cc2cc3ccc(OC)cc3[nH]c2=O)CC2COCCO2)cc1 (stereo not drawn)

assay / compound	9	10	11	12	13	14	15	16
TNFa cytotox	8	-10	-8	-20	.	-24	-16	-18
Fibroblast inh	90	101	104	97	97	99	101	96
Smad3 FoxH1 inh	-2	9	1	-6	6	-3	1	3
HUVEC prolif 384	82	100	84	100	110	94	99	102
HUVEC tox IL1B	11	-31	-63	10	.	4	-14	-6
VCAM1 TNFa inh	10	2	19	-13	.	11	-6	7
PTK2B oligo ant	.	0.34	-0.25	0.22	.	0.46	-0.15	-0.48
F-actin modifier	-8	-20	-2	25	.	-13	2	13
H69AR inhibit	81	70	105	82	102	94	94	75

(17) Cc1ccc(C(=O)c2c(NC(=O)c3ccncc3)sc3c2CCCC3)cc1
(18) CCOC(=O)c1ccc(NC(=O)C2CCCN(S(=O)(=O)c3cnc[nH]3)C2)cc1 (stereo not drawn)
(19) CCN(CC)S(=O)(=O)c1ccc(Oc2ccc(S(=O)(=O)N(CC)CC)cc2)cc1
(20) CCCOc1ccc(N2CC(C(=O)Nc3ccc4c(c3)OCO4)CC2=O)cc1 (stereo not drawn)
(21) Cc1nc(P(=O)(c2ccccc2)c2ccccc2)c(N2CCOCC2)o1
(22) CN1C(=O)CC(N2CCN(C(=O)CN3CCCC3)CC2)C1=O (stereo not drawn)
(23) COc1ccc(-c2nc(CSCC(=O)NCc3ccco3)c(C)o2)cc1
(24) COc1cccc(-n2c(SC)nnc2-c2c[nH]c3ccccc23)c1

assay / compound	17	18	19	20	21	22	23	24
TNFa cytotox	-15	-26	-18	-46	-19	.	-23	-16
Fibroblast inh	.	94	94	101	97	96	.	104
Smad3 FoxH1 inh	.	0	3	10	7	-3	.	13
HUVEC prolif 384	.	103	78	90	97	97	.	106
HUVEC tox IL1B	3	1	-22	-24	-15	.	-66	-11
VCAM1 TNFa inh	3	6	-10	24	-9	.	25	-4
PTK2B oligo ant	-0.34	.	1.4	.	0.01	0.47	0.21	.
F-actin modifier	7	13	2	9	5	.	.	1
H69AR inhibit	.	90	84	87	95	106	.	77

(25) O=C1CCCN1c1ccc(CNS(=O)(=O)c2ccc(F)cc2)cc1
(26) O=C(Cn1cc(C(=O)C2CC2)c2ccccc21)NCc1ccc2c(c1)OCO2
(27) Cc1sc(NC(=O)c2ccco2)c(CN2CCN(c3ccc(F)cc3)CC2)c1C
(28) CCc1nnc(NC(=O)c2ccc(S(=O)(=O)N(CC(C)C)CC(C)C)cc2)o1
(29) COc1ccc(OC)c(S(=O)(=O)N2CCC(C(=O)NC(C)c3ccccc3)CC2)c1 (stereo not drawn)
(30) O=S(=O)(Nc1nc2ccccc2[nH]1)c1ccc(Cl)cc1
(31) CCN(CC)c1ccc(NC(=O)c2cc3ccccc3o2)c(C)c1
(32) Cc1ccc(-c2nc3ncccn3c2Nc2ccc3c(c2)OCCO3)cc1

assay / compound	25	26	27	28	29	30	31	32
TNFa cytotox	-4	4	-14	-7	-29	1	-25	-13
Fibroblast inh	106	98	.	57	104	89	97	92
Smad3 FoxH1 inh	9[fluorescence artefact?]	6	.	-8	-17	6	3	8
HUVEC prolif 384	102	90	.	47	94	80	103	94
HUVEC tox IL1B	7	-10	-2	-13	-14	-11	-11	-9
VCAM1 TNFa inh	13	1	-31	17	11	3	-31	6
PTK2B oligo ant	0.59	-0.26	-0.98	-2.7	1	0.79	0.29	0.25
F-actin modifier	16	-8	-16	7	-6	-38	-2	.
H69AR inhibit	101	96	.	25*	66	90	87	83

(33) Cn1c(SCCCC(=O)c2ccc(Br)cc2)nnc1-c1ccncc1
(34) O=C(COc1ncnc2ccccc12)NCCC1=CCCCC1
(35) COc1ccc(C2=NO[C@@H]3C(=O)N(c4ccc5c(c4)OCCO5)C(=O)[C@H]23)cc1OC
(36) Cc1cc(C)n(C(=O)CSc2nc3ccccc3o2)n1
(37) O=C(c1cccn2c(=O)c3cc(Br)ccc3nc12)N1CCN(c2ccccn2)CC1
(38) COC(=O)c1[nH]c2ccc(Br)cc2c1NC(=O)C(C)N1CCN(C2CCCCC2)CC1 (stereo not drawn)
(39) CCN1C(=O)CC(N2CCN(c3ccc(OC)cc3)CC2)C1=O (stereo not drawn)
(40) Cc1nnc2c3cnn(-c4ccc(Cl)cc4)c3ncn12

assay / compound	33	34	35	36	37	38	39	40
TNFa cytotox	-1	.	-13	.	16	-29	-22	.
Fibroblast inh	96	102	101	107	99	25*	105	103
Smad3 FoxH1 inh	17	-1	11	-16	-3	0	-2	17
HUVEC prolif 384	105	88	95	105	84	29*	104	102
HUVEC tox IL1B	-11	.	-11	.	-26	12	10	.
VCAM1 TNFa inh	7	.	10	.	-7	-4	2	.
PTK2B oligo ant	2.4	0.49	0.09	1.4	-0.25	-0.08	1.3	.
F-actin modifier	-7	.	-10	.	.	-8	-30	.
H69AR inhibit	86	80	94	86	106	15*	97	91

(41) CCOC(=O)C(O)(CC(=O)c1ccc(OC)cc1)C(F)(F)F (stereo not drawn)
(42) CC1CCCCN1C(=O)Cc1ccc(F)cc1 (stereo not drawn)
(43) COc1cccc(C(=O)N2CCN(C(=O)c3cccc4ccccc34)CC2)c1OC
(44) Cc1nc2ccc(NC(=O)N3CCN(c4ccccn4)CC3)cc2s1
(45) N#CC1=C(N)Oc2ccc3ccc(O)cc3c2C1c1cccnc1 (stereo not drawn)
(46) Cc1ccc(C(=O)N2CCC(C)CC2)cc1C
(47) Nc1ccc(C(O)(C(F)(F)F)C(F)(F)F)cc1
(48) O=c1ccnc(SCc2ccccc2Cl)[nH]1

assay / compound	41	42	43	44	45	46	47	48
TNFa cytotox	1	-32	-13	-21	6	4	-13	14
Fibroblast inh	101	100	.	100	.	113	94	94
Smad3 FoxH1 inh	-1	0	-17	-6	.	-15	8	1
HUVEC prolif 384	102	93	90	98	.	100	90	71
HUVEC tox IL1B	-8	-18	-5	-28	14	2	-5	-21
VCAM1 TNFa inh	-5	14	13	0	-6	-6	-3	-20
PTK2B oligo ant	-0.77	0.45	1	-0.29	-3.2*	1.1	-2.2	0.57
F-actin modifier	2	-6	-5	3	10	-12	0	-1
H69AR inhibit	98	87	86	86	.	87	90	96

# Quoted from the listing.
# In VCAM1 TNFa inh, no. 35 reads 10
# In TNFa cytotox, no. 21 reads -19
# In TNFa cytotox, no. 29 reads -29
# In HUVEC tox IL1B, no. 3 reads -34
# In TNFa cytotox, no. 15 reads -16
# In F-actin modifier, no. 27 reads -16

# (listing goes on)
(49) O=S(=O)(NCc1ccc2c(c1)OCO2)c1ccc2c(c1)oc1ccccc12
(50) CCCOc1ccc(-c2nc(C#N)c(NCC3CCCO3)o2)cc1 (stereo not drawn)
(51) COc1ccccc1-n1cnnc1SCC(=O)N1CCN(S(=O)(=O)c2ccccc2)CC1
(52) CC(c1ccccc1)n1cc(C(=O)NCC2CCCO2)nn1 (stereo not drawn)
(53) CCN(CC)C(=O)CSc1nnc([C@H](Cc2c[nH]c3ccccc23)NC(=O)OC(C)(C)C)o1
(54) CCCN1C(=O)c2ccc(C(=O)NC3=NCCS3)cc2C1=O
(55) CSc1ccc(S(=O)(=O)Nc2ccc(F)cc2)cc1
(56) Cc1nc(N)sc1N=Nc1ccc(F)cc1
(57) COc1cc(C2C(C(=O)c3cccs3)=C(O)C(=O)N2c2cc(C)on2)ccc1O (stereo not drawn)
(58) Cc1ccccc1-n1c(SC(C)C(N)=O)nnc1-c1cccnc1 (stereo not drawn)

assay / compound	49	50	51	52	53	54	55	56	57	58
TNFa cytotox	14	-23	-40	0	-14	-4	-34	-15	1	23
Fibroblast inh	107	108	96	94	104	106	96	.	113	103
Smad3 FoxH1 inh	9	8	-6	-6	-7	0	23	.	-2	5
HUVEC prolif 384	99	98	97	85	100	97	108	.	106	89
HUVEC tox IL1B	-6	-32	-23	-18	4	2	-26	0	4	0
VCAM1 TNFa inh	-7	16	13	33	14	-5	11	3	10	1
PTK2B oligo ant	-1.6	-1.1	0.56	1.3	0.23	-0.55	-0.3	-0.18	-0.77	0.3
F-actin modifier	5	7	36	-11	15	-22	18	-8	0	-9
H69AR inhibit	96	75	94	101	84	95	94	.	93	92

# Compound activity from PubChem BioAssay.
